# UBC13 polyUb = inhibitors of human UBC13 polyubiquitin chain formation. P61088. TR-FRET. inhibition, % at 20 µM. actives 0.47% (n = 330,000); in the data active means inhibition above about 45%, passing the limit was not always enough
# Target sequence (P61088 whole entry, looked up): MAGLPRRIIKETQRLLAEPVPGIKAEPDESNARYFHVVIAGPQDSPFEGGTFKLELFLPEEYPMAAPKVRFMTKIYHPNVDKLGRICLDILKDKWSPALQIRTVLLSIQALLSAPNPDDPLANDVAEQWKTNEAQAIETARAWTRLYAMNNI
# EBI2 antag = antagonists of human EBI2 receptor. inhibition, % at 5 µM. EBI2 beta-arrestin recruitment, luminescence, 7a,25-OHC stimulated. AID 651636. actives 0.81% (n = 360,000). P32249; in the data active means inhibition above about 38%;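 further: enzyme fragment complementation signal reports receptor beta-arrestin coupling in cells; 0% = agonist plus DMSO wells and 100% = wells without agonist; some results beyond the cut were filed as inactive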
# Target sequence (P32249 whole entry, looked up, the tested form may be a part): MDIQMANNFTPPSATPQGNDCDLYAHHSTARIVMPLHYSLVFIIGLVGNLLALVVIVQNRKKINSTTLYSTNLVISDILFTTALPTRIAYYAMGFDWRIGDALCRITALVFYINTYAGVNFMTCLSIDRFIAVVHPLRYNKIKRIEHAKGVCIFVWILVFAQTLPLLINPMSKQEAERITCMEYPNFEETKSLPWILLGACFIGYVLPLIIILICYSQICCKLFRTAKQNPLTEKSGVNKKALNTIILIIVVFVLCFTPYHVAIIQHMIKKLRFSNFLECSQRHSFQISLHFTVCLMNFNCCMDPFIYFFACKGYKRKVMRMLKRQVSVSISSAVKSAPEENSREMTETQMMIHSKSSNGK
# CCR6 antagonist = blocks CCL20-driven beta-arrestin recruitment at human CCR6; inhibition, % at 20 µM; AID 493098; actives 0.49% (n = 340,000); CHO-K1 CCR6 PathHunter beta-arrestin, luminescence, CCL20-stimulated;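 active means compounds whose inhibition of the agonist-driven luminescence signal at 20 µM reaches about 50%, limit read from the data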;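 further: cells stimulated with CCL20 at 14 nM final; plate controls were DMSO with CCL20 for no effect and DMSO without agonist for full effect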
# Apaf-1 inh = inhibitors of human Apaf-1 apoptosome | O14727 | reconstituted apoptosome caspase-3 activity, DEVD-Rh110 fluorescence | inhibition, % at 20 µM | actives 0.71% (n = 330,000) | AID 489030; active means inhibition of at least 40% at 20 µM;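 further: plate controls were DMSO wells for no effect and DEVD-CHO caspase inhibitor wells for full effect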
#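 Material: biochemical Apaf-1 apoptosome reconstitution. Medium: Hepes buffer, pH 7.5. Also added: cytochrome c activation, bis-DEVD rhodamine 110 substrate. Timing: 30 min compound preincubation, 50 min activation, room temperature. Measured by: rhodamine 110 fluorescence at Ex 480/Em 540 nm.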
# Jurkat NFkB inh = inhibitors of the PMA/ionomycin-induced NF-kB reporter in Jurkat cells. actives 0.53% (n = 330,000). PMA/ionomycin-induced NF-kB luciferase reporter, luminescence. inhibition, % at 4 µM. AID 435003
# Gli-Sufu block = antagonists of Gli-Sufu signaling; Sufu-KO-LIGHT fibroblasts, Gli luciferase reporter luminescence; inhibition, % at 5 µM; actives 0.74% (n = 340,000);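 active means inhibition above about 55%, limit read from the data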;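 further: 0% = DMSO-treated cells and 100% = wells with medium but no cells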
# SENP8 block = blocks the human protease SENP8; Q96LD8; purified SENP8, Z-RLRGG-aminoluciferin cleavage, luminescence; inhibition, % at 10 µM; actives 1.2% (n = 330,000)
# Target sequence (Q96LD8 whole entry, looked up): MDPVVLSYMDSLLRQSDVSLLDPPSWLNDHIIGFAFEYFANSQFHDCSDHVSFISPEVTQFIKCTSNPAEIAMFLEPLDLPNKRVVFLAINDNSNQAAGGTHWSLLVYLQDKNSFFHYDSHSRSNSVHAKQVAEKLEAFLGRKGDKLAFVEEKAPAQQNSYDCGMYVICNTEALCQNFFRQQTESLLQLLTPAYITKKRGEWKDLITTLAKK
# 697 NFkB inh = lowers PMA/ionomycin-induced NF-kB signal in 697 B cells; 697 B-cell NF-kB luciferase reporter, 16 h; inhibition, % at 4 µM; actives 0.33% (n = 330,000); AID 435022; in the data active means inhibition above about 35%
# Active calls of the source: *; . = not tested or not shown. Unless noted, no stated cut-off is given here; in the data, active means inhibition above about 50%; inactive means the rest. This is a subset; rates above refer to the full screens.
SMILES,UBC13 polyUb,EBI2 antag,CCR6 antagonist,Apaf-1 inh,Jurkat NFkB inh,Gli-Sufu block,SENP8 block,697 NFkB inh
O=C(Cc1ccccc1F)Nc1ccc2c(c1)CCC2,0.1,14.7,19.5,-0.5,-130.8,-59.6,-3.1,-126.7
O=S(=O)(c1ccc(F)cc1)N1CCc2ccccc2C1,4.0,-4.1,6.7,-8.8,-3.6,18.2,0.6,-3.0
Oc1ccc(Nc2ncnc3scc(-c4ccccc4)c23)cc1,-7.6,13.2,8.8,6.3,18.9,4.2,-8.6,-71.4
Cc1ccc(CSc2nnc3nc(C)cc(C)n23)cc1,-3.3,4.8,7.7,-7.1,4.1,-1.3,0.0,6.8
COc1ccc(-c2nnnn2C(C)C)cc1,3.1,-13.3,-0.5,-9.4,9.5,8.4,-1.1,14.8
CCCn1c(=S)[nH]c2sc3c(c2c1=O)CCCC3,21.3,-5.2,6.6,14.8,-15.7,-12.9,2.6,2.2
CCc1ccc(CN2CCC(n3nccc3NC(=O)c3ccc4c(c3)OCO4)CC2)cc1,2.3,-1.7,5.2,0.0,23.2,23.4,-4.2,-10.6
COC(=O)c1ccc(NC(=O)Nc2ccc3c(c2)OCO3)cc1,2.8,-3.9,1.4,14.1,-52.8,-44.2,13.1,2.6
COc1ccc(S(=O)(=O)N2CCN(C/C=C/c3ccccc3)CC2)cc1F,-7.1,31.0,11.8,8.1,8.2,-1.2,-6.9,3.7
NC(=NC(=O)c1ccccc1)C1=C(O)CCC1=O,0.1,-5.4,7.4,11.5,12.2,6.7,-16.8,8.6
CCCCN1C(N)=NC[C@H]1Cc1ccc(O)cc1,4.0,-1.2,6.1,-6.8,11.6,-2.6,7.1,17.9
CSc1nc2ccc(NC(=O)c3cc4ccccc4o3)cc2s1,1.4,12.8,12.3,4.5,-147.3,-118.9,69.3*,-154.1
CCOc1ccccc1OCCn1nc2ccccc2n1,-1.8,0.5,-4.6,-0.7,4.4,-0.5,2.5,-28.1
CC(C)(C)OC(=O)N[C@@H](Cc1ccccc1)C(=O)N1CCC(C(=O)O)CC1,-2.1,2.3,-4.1,1.9,1.8,23.8,-5.6,10.2
COC(=O)c1sc2ncn(CC(=O)N(C)C3CCCCC3)c(=O)c2c1C,4.2,-4.0,15.8,5.8,13.1,5.8,-2.4,4.3
O=C(Nc1ccc(F)cc1)c1ccc(Cn2cnnn2)cc1,1.9,14.8,-3.2,-4.9,8.0,-3.4,1.8,1.6
CCOCCCNC(=O)C(c1ccc(Cl)cc1)N1CCC2(CC1)OCCO2 (centres undefined),8.1,-7.1,-8.6,1.0,-7.1,2.3,-2.7,-2.3
CCOC(=O)c1oc2cccc(O)c2c1CN1CCOCC1,-6.0,0.4,-5.8,7.7,-4.2,7.1,-2.7,-8.3
CCN(C(=O)COC(=O)c1cc(-c2ccc(C)o2)nc2ccccc12)C1CCS(=O)(=O)C1 (centres undefined),2.7,5.2,19.5,-5.1,-8.7,-1.4,0.7,16.7
c1ccc2c(Nc3nc4c(s3)CCCC4)cccc2c1,12.9,-3.2,-11.4,23.4,-81.2,9.0,-3.5,-83.9
COc1ccccc1C(=O)NC(CCSC)C(=O)OCC(=O)c1ccc[nH]1 (centres undefined),3.7,0.5,3.0,-1.2,12.1,-2.2,-11.2,12.2
O=C(O/N=C\c1ccc(N2CCCCC2)c([N+](=O)[O-])c1)c1c(F)cccc1F,-4.6,-5.9,23.8,4.2,3.4,7.6,-8.6,5.1
CCCCn1c(N)c(N(CCOC)C(=O)CSc2nnc(-c3ccco3)n2CC)c(=O)[nH]c1=O,0.8,10.6,4.1,-9.2,-10.3,0.3,0.3,19.6
Cc1noc(C)c1COC(=O)COc1ccc(-c2ccccc2)cc1,3.3,4.8,14.6,12.6,-8.0,0.1,-5.5,8.9
CC(C)(C)c1nn2cnnc2n(/N=C/c2ccc(O)cc2)c1=O,-9.2,-9.5,9.7,-11.7,-0.5,3.0,-17.0,8.9
# Next records follow.
SMILES,UBC13 polyUb,EBI2 antag,CCR6 antagonist,Apaf-1 inh,Jurkat NFkB inh,Gli-Sufu block,SENP8 block,697 NFkB inh
O=C(NCc1ccccn1)Nc1cc(Cl)cc(Cl)c1,6.7,8.9,-19.0,19.3,-8.6,9.9,-2.4,21.8
COc1cccc(CNC(=O)N2CCN(S(=O)(=O)c3ccc(Cl)cc3)CC2)c1,0.2,14.2,12.5,14.2,8.1,-12.2,-6.2,7.8
COc1ccc(-n2ncc3c2CC(C)(C)CC3NC(=O)CCC2=NNC(=O)CC2)cc1 (centres undefined),-1.1,2.4,11.9,3.7,-4.2,9.8,5.3,7.3
C=CCN(C(=O)Nc1ccc(F)cc1)C1CC(=O)N(c2ccc(OC)cc2)C1=O (centres undefined),1.8,-11.5,0.8,-3.0,6.7,1.9,2.6,4.1
OC1(c2cccc(C(F)(F)F)c2)CCN(Cc2nnnn2Cc2ccccc2)CC1,7.5,5.1,8.9,1.3,5.5,-5.0,1.3,-13.9
FC(F)(F)c1cccc(/C=N/NC(=S)NC2CCCCC2)c1,-4.1,16.7,2.1,28.1,-5.5,1.5,-2.0,-35.5
COc1ccc(-c2cc3cc(OC)c(OC)cc3c(C)n2)cc1C,20.7,14.3,7.2,-7.1,9.0,-26.6,1.6,-22.1
CCOCCCNC(=O)C(c1ccccc1)N(Cc1cccs1)C(=O)CNC(C)=O (centres undefined),0.7,-18.4,4.1,-7.5,7.4,1.4,2.3,0.7
Cc1cccc(-n2c(=S)[nH]c3nc4c(cc3c2=O)COC(C)(C)C4)c1,1.3,-11.2,11.1,-2.8,-2.9,-14.7,0.8,10.0
O=C(Cn1c(=O)n(CCc2c[nH]c3ccccc23)c(=O)c2cccnc21)Nc1ccccc1F,-15.6,5.5,9.4,-0.1,13.9,-8.2,-1.9,-3.2
O=C(OCN1C(=O)c2ccccc2C1=O)c1cccc(OC(F)F)c1,4.7,-0.7,11.6,3.5,4.0,40.2,2.4,13.3
COc1ccc(CNC(=O)CSCc2cnn(-c3ccccc3)c2-n2cccc2)cc1,-5.8,16.8,9.8,16.5,-4.0,7.7,-11.4,-24.2
CN(C)c1ccc(C(=O)Nc2nc3c(s2)CCCC3)cc1,25.8,4.6,-4.3,30.5,-193.8,-118.1,93.7*,-185.8
COc1ccc2ccccc2c1CN(C)Cc1ccccc1,-0.1,6.1,20.7,-2.7,-0.2,82.6*,-20.6,2.5
Cc1cc(C(=O)OCC(=O)N2CCOCC2)ccc1[N+](=O)[O-],-1.4,3.7,3.1,-8.9,-3.4,-30.2,-4.6,1.9
S=c1[nH]nc(Cc2cccs2)n1-c1ccccc1Cl,-4.1,-14.6,-6.9,3.4,4.7,-19.4,2.9,8.0
COc1ccccc1NC(=O)Cn1nc(-c2ccncc2)nc1SCC(=O)NC1CCCC1,-2.5,-7.3,13.4,0.3,32.1,0.8,0.1,-10.5
CCOc1ccccc1NC(=O)C1CCN(c2nc(-c3ccc(OC)cc3)no2)CC1,8.4,39.8,5.6,16.3,16.2,10.8,8.4,33.5
COc1ccc(CCN2CC3=C(C2=O)C(c2ccccc2)NC(=O)N3C)cc1OC (centres undefined),-5.6,-9.7,-4.5,0.0,5.0,5.7,4.1,8.6
O=C(CNC(=O)c1cccc(Cl)c1)Nc1ccc(F)c(F)c1F,-12.2,-13.7,-4.7,5.6,-19.3,1.2,-6.4,9.6
O=C1C=C(NCc2ccc3c(c2)OCO3)CC(c2ccccc2)C1 (centres undefined),0.5,.,2.5,11.2,23.8,2.9,3.4,11.3
COc1ccc(NC(=S)Nc2ccc3nc(C)c(C)nc3c2)cc1,-14.6,23.3,6.9,3.8,6.3,10.9,-1.0,9.2
Cc1ccc(S(=O)(=O)CCC(=O)NCc2ccccc2)cc1,0.6,-7.2,2.0,-63.5,10.5,1.1,-4.2,6.6
COc1ccc(S(=O)(=O)NCCSc2ccccc2)cc1OC,4.6,7.8,-10.9,4.3,-8.8,-4.4,-0.3,18.8
Fc1ccc(CSc2nc3ncc(Br)cc3[nH]2)cc1,-11.4,-1.1,7.8,5.1,-7.1,-8.9,-10.8,1.4
# Later entries:
SMILES,UBC13 polyUb,EBI2 antag,CCR6 antagonist,Apaf-1 inh,Jurkat NFkB inh,Gli-Sufu block,SENP8 block,697 NFkB inh
O=C(CSc1nnc(COc2ccc(Cl)cc2)n1Cc1ccco1)N1CCNC1=O,-8.1,5.3,-8.2,1.6,-3.9,-6.6,3.1,13.8
Cc1ccc2nc(N(CCCN(C)C)C(=O)COc3ccc(Cl)cc3)sc2c1,13.9,-1.1,14.2,-13.5,-9.2,19.4,-5.4,14.1
FC(F)(F)c1cc(-c2ccco2)nc(N2CCN(c3ccccc3)CC2)n1,5.5,6.6,-5.1,-12.7,-19.3,4.9,1.7,5.3
CC(=O)OC[C@]12CC[C@H]3[C@@](C)(CC[C@H]4C(C)(C)CCC[C@]34C)[C@@H]1C[C@H](C1=CC(=O)O[C@H]1OC(C)=O)O2,-8.9,.,.,22.3,-9.5,.,-5.6,-19.4
Cc1ccc(CCNS(=O)(=O)c2ccc3c(c2)N(C)CCO3)cc1,0.0,0.1,-2.0,1.8,-4.4,-4.3,-6.8,13.5
Cc1cc(C)cc(C(=O)NC(CC(N)=O)c2ccc(N3CCC(N4CCCCC4)CC3)c([N+](=O)[O-])c2)c1 (centres undefined),-6.5,-2.9,-3.3,8.3,-10.5,3.9,-17.6,22.3
CC(=O)Nc1ccc(S(=O)(=O)n2cnc3cc(C)c(C)cc32)cc1,1.9,-5.3,-5.8,-3.6,14.4,36.9,-4.3,-0.1
COCCn1c(=O)[nH]c2cc(C(=O)NCC3CCCO3)ccc2c1=O (centres undefined),1.8,-1.8,10.1,11.5,6.3,4.1,0.2,-19.7
O=C(c1ccco1)N1CCN(Cc2nc3ccc([N+](=O)[O-])cc3c(=O)n2-c2ccccc2F)CC1,0.8,-15.9,4.4,0.2,-3.4,17.9,9.7,-0.3
CCC(C)(C)NC(=O)C(c1ccc(OC)cc1)N(Cc1ccc(OC)cc1)C(=O)CCC(=O)Nc1cc(C)on1 (centres undefined),4.7,0.7,6.5,9.7,3.5,-7.7,2.1,19.9
CCOC(=O)C1CCN(C(=O)COC(=O)/C=C/c2ccccc2)CC1,-1.1,-8.4,9.0,17.0,-10.9,-6.5,-20.3,3.6
CCNS(=O)(=O)c1ccc(CCC(=O)Nc2ccccc2)cc1,7.6,-1.6,0.3,-13.6,-2.1,-1.0,4.4,7.6
C=CCc1c(C)nc2c(C(=O)O)cnn2c1C,18.2,-25.1,1.8,-11.7,-6.8,-1.7,3.2,21.4
Cc1cc(CNC(=O)C2CCC(=O)N(Cc3ccccc3F)C2)nn1C (centres undefined),-2.7,0.2,12.3,-18.9,4.7,-2.1,4.7,12.5
O=C(NN1C(=O)CSC1=S)C(=O)NN1C(=O)CSC1=S,46.8*,-7.4,1.6,-20.4,-4.7,44.6,-1.7,-0.4
Nc1nc2n(n1)C(c1ccco1)CC(c1ccc(Cl)c(Cl)c1)N2 (centres undefined),-6.5,-2.2,7.4,23.0,12.8,6.3,-1.5,1.7
CCOC(=O)C1(Cc2ccccc2)CCN(Cc2cccc(OC)c2O)CC1,9.1,-0.1,10.6,7.3,0.9,26.3,-3.5,7.0

# Molecules above containing a tert-butyl group:
SMILES,UBC13 polyUb,EBI2 antag,CCR6 antagonist,Apaf-1 inh,Jurkat NFkB inh,Gli-Sufu block,SENP8 block,697 NFkB inh
CC(C)(C)OC(=O)N[C@@H](Cc1ccccc1)C(=O)N1CCC(C(=O)O)CC1,-2.1,2.3,-4.1,1.9,1.8,23.8,-5.6,10.2
CC(C)(C)c1nn2cnnc2n(/N=C/c2ccc(O)cc2)c1=O,-9.2,-9.5,9.7,-11.7,-0.5,3.0,-17.0,8.9

# Marked active in UBC13 polyUb, among the entries above:
SMILES	UBC13 polyUb	EBI2 antag	CCR6 antagonist	Jurkat NFkB inh	697 NFkB inh
O=C(NN1C(=O)CSC1=S)C(=O)NN1C(=O)CSC1=S	46.8*	-7.4	1.6	-4.7	-0.4

# Screens from PubChem BioAssay.
